697 NFkB inh – inhibitors of the PMA/ionomycin-induced NF-kB reporter in 697 B cells. 697 B-cell NF-kB luciferase reporter, 16 h. inhibition, % at 4 µM. 330,000 tested, 0.33% active. AID 435022; in the data active = inhibition above about 35%
Mdm2 MdmX PPI – human Mdm2/MdmX binding inhibition | O15151+Q00987 | 330,000 tested, 3% active | SaOS-2 split-luciferase Mdm2/MdmX complementation, luminescence | AID 485346 | inhibition, % at 8 µM;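 active = inhibition of at least 50% at 8 µM in the primary screen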
Target sequence (O15151 whole entry, looked up): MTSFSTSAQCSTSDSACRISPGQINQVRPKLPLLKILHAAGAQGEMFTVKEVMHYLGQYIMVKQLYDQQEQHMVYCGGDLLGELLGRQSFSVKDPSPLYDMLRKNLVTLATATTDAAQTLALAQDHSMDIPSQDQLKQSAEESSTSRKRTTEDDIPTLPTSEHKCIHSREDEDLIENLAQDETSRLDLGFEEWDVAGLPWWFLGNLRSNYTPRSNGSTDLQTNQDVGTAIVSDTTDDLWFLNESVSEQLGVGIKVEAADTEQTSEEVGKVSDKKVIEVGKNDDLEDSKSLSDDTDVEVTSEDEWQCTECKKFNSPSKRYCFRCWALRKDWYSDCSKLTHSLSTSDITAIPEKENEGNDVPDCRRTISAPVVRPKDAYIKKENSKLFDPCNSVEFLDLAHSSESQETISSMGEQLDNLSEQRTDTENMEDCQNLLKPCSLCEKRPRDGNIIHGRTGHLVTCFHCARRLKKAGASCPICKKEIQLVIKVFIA
Target sequence (Q00987 whole entry, looked up): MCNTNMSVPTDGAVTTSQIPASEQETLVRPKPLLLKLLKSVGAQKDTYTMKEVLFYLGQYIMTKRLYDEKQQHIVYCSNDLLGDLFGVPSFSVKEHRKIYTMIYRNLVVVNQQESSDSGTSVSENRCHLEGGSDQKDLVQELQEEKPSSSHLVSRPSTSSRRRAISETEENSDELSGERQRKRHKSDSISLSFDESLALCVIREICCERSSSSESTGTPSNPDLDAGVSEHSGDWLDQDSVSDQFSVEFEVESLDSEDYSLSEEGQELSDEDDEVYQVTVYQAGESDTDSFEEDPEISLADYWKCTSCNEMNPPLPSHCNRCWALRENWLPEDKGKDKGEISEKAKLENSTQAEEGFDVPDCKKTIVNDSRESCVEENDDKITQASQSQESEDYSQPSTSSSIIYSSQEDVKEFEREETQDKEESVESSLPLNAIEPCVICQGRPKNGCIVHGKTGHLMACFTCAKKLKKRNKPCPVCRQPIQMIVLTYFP
tim23-1 inh – inhibits growth of tim23-1 mutant yeast; S. cerevisiae tim23-1 growth, BacTiter-Glo luminescence, 24 h; inhibition, % at 20 µM; 330,000 tested, 1.3% active;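 active = growth inhibition of the mutant yeast at or above 50%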;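 note: temperature-sensitive mutant grown at 25 °C; plate controls were DMSO-treated mutant yeast for no effect and medium wells lacking yeast for full effect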
tim10-1 inh – inhibits growth of tim10-1 mutant yeast | inhibition, % at 20 µM | S. cerevisiae tim10-1 ts strain growth, BacTiter-Glo, 24 h | 330,000 tested, 2.2% active;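 active = inhibition of at least 40%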;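 note: mutant grown at 25 °C; 0% = DMSO wells with yeast and 100% = wells holding no yeast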
Jurkat NFkB inh – inhibitors of the PMA/ionomycin-induced NF-kB reporter in Jurkat cells. PMA/ionomycin-induced NF-kB luciferase reporter, luminescence. inhibition, % at 4 µM. 330,000 tested, 0.53% active; in the data active = inhibition above about 50%
UPR CHOP act – apoptotic UPR (CHOP) activation; CHO-CHOP luciferase reporter, luminescence; percent of tunicamycin response over DMSO baseline; activation, % at 10 µM; 330,000 tested, 0.34% active; AID 449763;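 active = at 10 µM dose, activation of 40% or more, normalized to positive control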;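 note: 100% = tunicamycin at 10 µg/mL and 0% = DMSO alone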
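System: CHO CHOP reporter cells. Amount: 500 cells per well. Buffer or medium: F12 medium, 10% FBS. Compound dosing: one dose, 10 µM in 0.5% DMSO. Incubation: 6 h compound exposure at 37 °C after overnight seeding. Technique: Steady-Glo luciferase luminescence. Benchmarks: tunicamycin and DMSO controls.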
TIM10 inh – growth inhibitors of TIM10 yeast strain | S. cerevisiae TIM10 strain growth, BacTiter-Glo luminescence, 24 h | inhibition, % at 10 µM | 330,000 tested, 1.4% active;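 active = inhibition of 40% or more at the single tested concentration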;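 note: wild-type TIM10 isogenic control strain grown at permissive 25 °C; 0% = DMSO yeast wells and 100% = minimal medium wells without yeast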
UPR XBP1 act – activators of adaptive arm of unfolded protein response (XBP1); CHO-XBP1 luciferase reporter, IRE1-XBP1 UPR activation, luminescence; percent of tunicamycin response, DMSO as zero; activation, % at 20 µM; 330,000 tested, 0.33% active; AID 463104;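 active = versus positive control, 20 µM dose yields 30% or more activation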;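 note: 100% = tunicamycin at 10 µg/mL and 0% = DMSO only wells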
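incubation = overnight seeding at 37 °C, 6 h compound treatment at 37 °C | assay system = CHO-XBP1 cells stably carrying IRE1-XBP1-driven luciferase reporter | input = 1000 cells per well | detection = luciferase luminescence | dosing = single point, 20 µM final compound, 1% DMSO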
* marks the source's active call; other numbers are inactive results. Random draw from the library; overall some 6.6% were active at least once.

Second line of a record – 697 NFkB inh | Mdm2 MdmX PPI | tim23-1 inh | tim10-1 inh | Jurkat NFkB inh | UPR CHOP act | TIM10 inh | UPR XBP1 act
[1] CCOC(=O)N1CCN(C(=O)c2ccc3c(=O)n(CCC4=CCCCC4)c(=S)[nH]c3c2)CC1
    -18 | 12 | -20 | -1 | 20 | -3.6 | 12 | -2
[2] CC1CCc2sc(C(=O)N/N=C/c3ccc([N+](=O)[O-])cc3)cc2C1 (stereo not drawn)
    -11 | -5 | -9 | 20 | 13 | -0.9 | -19 | -1
[3] CCc1nc2ccccc2c(C(=O)OCCN2C(=O)c3ccccc3C2=O)c1C
    -47 | -18 | 15 | 16 | 10 | -2.0 | 5 | -1
[4] CC1=Nc2cc(C(=O)N3CCCCC3)ccc2Sc2ccc(C)cc21
    -14 | 3 | 32 | 45* | 14 | 3.8 | 10 | -2
[5] CC(OC(=O)C1=NNC(=O)CC1)C(=O)Nc1ncc(Cl)cc1Cl (stereo not drawn)
    4 | 18 | 2 | -5 | 0 | 1.6 | -15 | 1
[6] O=Cc1ccnc(-c2ccc(OC(=O)c3ccco3)cc2)n1
    23 | 1 | 14 | 2 | 11 | 1.6 | 7 | 0
[7] COC(=O)C1C(=O)NCC1c1ccccc1 (stereo not drawn)
    1 | -5 | -1 | 1 | 2 | -0.4 | 9 | 2
[8] c1ccc(Cc2nnc(N3CCOCC3)c3ccccc23)cc1
    -9 | 26 | 0 | 4 | 24 | -0.4 | -8 | -1
[9] COC(=O)c1cc(OC)c(OC)cc1NC(=O)c1ccco1
    21 | 4 | -6 | 10 | -4 | -1.1 | -2 | 0
[10] O=C(O)c1cnn2c(-c3ccc(F)cc3)ccnc12
    10 | -11 | -2 | -2 | 8 | 1.6 | 14 | 0
[11] Cc1cc(C(F)(F)F)n2ncc(C(=O)O)c2n1
    18 | -13 | 12 | -12 | 11 | 2.7 | -2 | 0
[12] COc1ccc(S(=O)(=O)n2nc(C)c(S(=O)(=O)N3CCOCC3)c2C)cc1
    7 | -3 | 20 | 26 | 10 | 1.0 | -1 | 0
[13] COc1ccc(/C=N/NC(=O)c2ccccc2[N+](=O)[O-])cc1CN1CCc2cc(OC)c(OC)cc2C1C (stereo not drawn)
    -9 | -6 | 1 | 16 | 6 | 2.6 | 6 | -2
[14] S=c1[nH]nc(-c2ccco2)n1/N=C/c1cccs1
    -14 | 17 | 22 | 19 | 1 | 1.4 | 6 | -2
[15] CC(NC(=O)COC(=O)C1CCN(S(=O)(=O)c2ccccc2C(F)(F)F)CC1)c1ccccc1 (stereo not drawn)
    -74 | -8 | 21 | 18 | 31 | -2.2 | 13 | -2
[16] Cc1ccc(OCC(=O)n2nc(C)cc2C)c(C)c1
    -32 | -24 | 3 | 7 | -8 | -0.3 | -14 | -3
[17] COC(=O)CC1=NN(c2ccc(OC)cc2)C(=O)C1
    -30 | -28 | 16 | 15 | -25 | 0.7 | 0 | -1
[18] COc1ccc(/C=C/C(=O)Nc2cccc(S(=O)(=O)N3CCOCC3)c2)cc1OC
    10 | -19 | 9 | 17 | -17 | -0.9 | 6 | -3
[19] O=C(CNC(=O)C1COc2ccccc2O1)N/N=C\c1cccc(O)c1 (stereo not drawn)
    21 | 10 | 4 | 10 | 14 | 0.9 | -5 | -3
[20] COc1ccc(N2C(=O)C3C4C=CC(c5ccccc5)(C3C2=O)C2C(=O)N(c3ccc(OC)cc3)C(=O)C42)cc1 (stereo not drawn)
    4 | 17 | 16 | 13 | 4 | -1.0 | 14 | 0
[21] CCC1CCCCN1C(=S)NC(=O)c1cc(Br)ccc1Cl (stereo not drawn)
    0 | 29 | 58* | 35 | 7 | -1.7 | 53* | 0
[22] COc1ccc(NC(=O)CC2C(=O)N(Cc3ccccc3)C(=S)N2CCN2CCOCC2)cc1 (stereo not drawn)
    25 | 5 | 16 | 14 | -11 | 3.7 | 3 | -1
[23] CC(=O)c1ccc(NS(=O)(=O)c2ccc3c(c2)N(C)CCO3)cc1
    -33 | 40 | 17 | 17 | 1 | -0.2 | 4 | -4
[24] O=C(CSc1ccc(-c2ccco2)nn1)c1ccc(F)cc1
    -9 | -25 | 9 | 10 | 4 | 3.8 | 18 | -2
[25] CCCc1ncc(C(O)c2ccccc2OC)n1C (stereo not drawn)
    5 | 8 | 11 | -2 | 4 | 1.8 | 7 | -1
[26] O=C(Nn1cnc2ccccc2c1=O)c1ccccc1[N+](=O)[O-]
    -5 | -19 | 12 | -6 | -4 | 0.1 | -11 | -1
[27] CNC(=O)c1ccc2snnc2c1
    21 | 19 | 1 | -2 | 2 | -1.8 | -9 | -2
[28] Cc1cc(NC(=S)NC(=O)c2ccco2)c2ccccc2n1
    10 | -2 | 12 | 10 | 0 | -1.4 | 9 | -1
[29] Cc1cc(C)c(NC(=O)c2ccccc2C(=O)c2ccccc2)c(C)c1
    1 | 10 | 20 | 29 | -10 | -1.8 | 21 | 0
[30] O=C(CC1OC(=O)c2ccccc21)Nc1cc(S(=O)(=O)N2CCOCC2)ccc1OCC(F)(F)F (stereo not drawn)
    10 | 13 | -5 | -15 | -12 | 0.1 | -5 | -1
[31] CCCCCC(O)(CCN1CCCCC1)c1ccc(OCC)cc1 (stereo not drawn)
    -36 | -13 | 8 | 18 | -5 | -1.5 | -1 | 1
[32] COc1ccc(C2C(C(C)=O)=C(C)N=c3s/c(=C\c4ccco4)c(=O)n32)c(OC)c1 (stereo not drawn)
    11 | 1 | 37 | 15 | -6 | 0.1 | 25 | 2
[33] CCOC(=O)N1CCN(C(=O)CS(=O)(=O)c2cn(Cc3ccc(Cl)cc3)c3ccccc23)CC1
    1 | -22 | 9 | 4 | 13 | -0.2 | 3 | -3
[34] CCCCN(C)CCNC(=O)c1ccc2c(c1)NC(=O)C(N1CCCCC1)S2 (stereo not drawn)
    8 | 12 | 0 | 8 | 11 | -1.8 | -15 | 3
[35] O=C(C1CC1)N1CCN=C1SCc1ccccc1Cl
    12 | 4 | 7 | 10 | -2 | 1.9 | 4 | 2
[36] O=C(NCc1ccc(F)cc1)c1ccc[nH]1
    6 | 10 | 15 | 0 | 5 | -1.0 | 5 | -5
[37] O=C(CSc1nnc(-c2ccccc2)o1)NC1CC1
    2 | 3 | 12 | 9 | -13 | 4.6 | -7 | 2
[38] CCCc1cc(C(=O)N2CCC(N3CCC(C(=O)NC(C)C)CC3)CC2)n(C)n1
    -3 | 14 | -3 | 6 | -6 | -1.8 | 2 | 0
[39] O=C(CSCC(=O)OCn1nnc2ccccc2c1=O)Nc1ccc(Cl)cc1
    15 | -9 | 47 | 62* | 8 | -0.9 | 51* | -2
[40] COc1ccccc1N1CCN(c2ccc([N+](=O)[O-])cc2Cl)CC1
    -14 | 42 | 31 | 28 | 48 | 2.5 | 38 | 0
[41] O=c1[nH]nc(-c2ccccc2)cc1-c1ccccc1
    1 | -1 | 29 | 16 | -3 | 2.6 | 22 | -3
[42] CC(CC(=O)Nc1ncc([N+](=O)[O-])s1)c1ccccc1 (stereo not drawn)
    -5 | 28 | 40 | 43* | -5 | 0.0 | 30 | -2
[43] COc1ccc(CCNC(=O)CSc2nc3ccccc3o2)cc1
    4 | -6 | 3 | 11 | -3 | -2.4 | -7 | -4
[44] NC(=O)C1CCN(C2=C(NS(=O)(=O)c3ccc(Br)cc3)C(=O)c3ccccc3C2=O)CC1
    0 | 12 | 5 | 1 | -2 | -0.6 | 13 | -2
[45] Cc1cc(NC(=O)CSc2nc3c([nH]c4ccccc43)c(=O)n2-c2ccccc2F)no1
    -18 | 33 | 6 | -10 | 6 | 6.3 | 7 | 11
[46] CCN(CC)S(=O)(=O)c1ccc(S(=O)(=O)N2CCCC(C(=O)NC3CC3)C2)cc1 (stereo not drawn)
    -9 | -2 | -2 | -12 | 32 | 1.6 | 6 | 1
[47] N/C(=N\OC(=O)CCC1CCCC1)c1cccnc1
    -25 | -9 | 23 | 38 | 0 | 5.2 | 9 | 2
[48] CCOc1ccc(CNC(=O)CCS(=O)(=O)Cc2cccc(Cl)c2)cc1OC
    -46 | -16 | 21 | 2 | 2 | 0.7 | 3 | 0
[49] Cc1ccc(OCCCCc2c(C)n[nH]c2C)cc1
    -23 | 12 | 38 | -13 | 15 | 0.5 | -1 | -4
[50] Cc1ccc(O)c(NC(=O)c2cccc(S(=O)(=O)N3CCCCC3)c2)c1
    -3 | 28 | 20 | 32 | 10 | 3.3 | 17 | 2
[51] Cc1nn(C)cc1NC(=O)c1nn(C)cc1[N+](=O)[O-]
    -4 | -10 | -2 | 12 | -9 | 3.7 | 3 | -2
[52] CCc1ccc(NC(=O)CSc2nc3ccccc3nc2N2CCCC2)cc1
    -23 | 19 | 9 | -4 | -17 | 2.6 | -4 | -2
[53] CCCc1nn2c(=O)cc(CSCC(=O)Nc3cccc(OC)c3)nc2s1
    4 | 4 | 5 | -11 | -6 | -1.5 | 4 | 1
[54] Cc1ccc2[nH]cc(S(=O)(=O)c3ccc(C(C)C)cc3)c(=O)c2c1
    -1 | -22 | 3 | 16 | -9 | 1.1 | 3 | 0
[55] COc1ccc2[nH]c(C)c(C(=O)CN(C)C)c2c1
    9 | 7 | -8 | -8 | 5 | -0.4 | 4 | -2
[56] COc1ccccc1C1C2CCCCC2(O)CCN1CC(=O)Nc1ccccc1 (stereo not drawn)
    -30 | 11 | 30 | 22 | -4 | 0.4 | 22 | -3
[57] CC(=O)N1CCCc2ccc(NS(=O)(=O)c3ccc(C)c(C)c3)cc21
    -24 | 16 | -2 | 0 | 2 | -1.1 | -1 | -3
[58] CC(=O)NC1(NC(C)=O)CCN(C)C(c2ccccc2)C1C (stereo not drawn)
    -2 | 34 | -5 | -5 | -4 | -0.5 | 4 | -2
[59] CCc1csc(CCNC(=O)C2CCC(=O)N(Cc3ccccc3F)C2)n1 (stereo not drawn)
    24 | 16 | 9 | -5 | 10 | 1.9 | -9 | -3
[60] Cc1cc(=O)oc2cc(OS(C)(=O)=O)ccc12
    0 | 6 | -4 | 10 | -10 | 3.2 | -8 | -2

More structures
Second line of a record – 697 NFkB inh | Mdm2 MdmX PPI | tim23-1 inh | tim10-1 inh | Jurkat NFkB inh | UPR CHOP act | TIM10 inh | UPR XBP1 act
[61] O=C(NC1CCCCC1)N1CCCC1
    6 | 17 | 0 | 9 | -6 | -1.8 | -6 | -2
[62] COc1ccccc1CNS(=O)(=O)c1cc2c3c(c1)CCN3C(=O)CC2
    -16 | 19 | -12 | -14 | 1 | 0.1 | 6 | 1
[63] Cc1c(Br)c(O)c(Br)c2sc(=O)oc12
    -21 | 4 | 20 | 18 | -33 | -1.5 | 34 | -1
[64] COc1cccc(C2NC(=O)NC(C)=C2C(=O)OCC2CCCO2)c1 (stereo not drawn)
    -1 | -3 | 10 | -1 | -3 | 2.2 | 8 | 1

Among those listed so far, 6 contain a furan ring, fused or not.
Second line of a record – 697 NFkB inh | Mdm2 MdmX PPI | tim23-1 inh | tim10-1 inh | Jurkat NFkB inh | UPR CHOP act | TIM10 inh | UPR XBP1 act
[6] O=Cc1ccnc(-c2ccc(OC(=O)c3ccco3)cc2)n1
    23 | 1 | 14 | 2 | 11 | 1.6 | 7 | 0
[9] COC(=O)c1cc(OC)c(OC)cc1NC(=O)c1ccco1
    21 | 4 | -6 | 10 | -4 | -1.1 | -2 | 0
[14] S=c1[nH]nc(-c2ccco2)n1/N=C/c1cccs1
    -14 | 17 | 22 | 19 | 1 | 1.4 | 6 | -2
[24] O=C(CSc1ccc(-c2ccco2)nn1)c1ccc(F)cc1
    -9 | -25 | 9 | 10 | 4 | 3.8 | 18 | -2
[28] Cc1cc(NC(=S)NC(=O)c2ccco2)c2ccccc2n1
    10 | -2 | 12 | 10 | 0 | -1.4 | 9 | -1
[32] COc1ccc(C2C(C(C)=O)=C(C)N=c3s/c(=C\c4ccco4)c(=O)n32)c(OC)c1 (stereo not drawn)
    11 | 1 | 37 | 15 | -6 | 0.1 | 25 | 2

Assay outcomes as filed in PubChem.
